Screening results (PubChem)
APJ antag: antagonists of human apelin receptor APJ, primary screen, CHO-K1 cells, beta-arrestin complementation, luminescence; inhibition, % at 20 µM; actives 0.32% (n = 330,000); AID 2521, 2010;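 active means inhibition above about 40% at 20 µM, limit read from the data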;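 further: cells challenged with 10 nM apelin-13 agonist together with compound; plate controls were apelin-13 plus DMSO wells for no effect and DMSO wells lacking apelin-13 for full effect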
Target sequence (P35414 whole entry, looked up): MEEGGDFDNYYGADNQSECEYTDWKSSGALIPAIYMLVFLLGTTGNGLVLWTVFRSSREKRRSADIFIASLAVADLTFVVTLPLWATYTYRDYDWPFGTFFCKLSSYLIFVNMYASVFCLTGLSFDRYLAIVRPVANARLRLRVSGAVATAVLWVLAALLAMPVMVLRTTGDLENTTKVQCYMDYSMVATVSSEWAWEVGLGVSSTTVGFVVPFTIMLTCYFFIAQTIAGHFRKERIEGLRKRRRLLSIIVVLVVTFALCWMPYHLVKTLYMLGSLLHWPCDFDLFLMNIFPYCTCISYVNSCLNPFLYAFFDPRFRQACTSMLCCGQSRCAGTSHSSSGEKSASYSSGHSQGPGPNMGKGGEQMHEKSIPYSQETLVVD
GRIN3A LBD mod: binders of NR3A ligand-binding domain, primary screen, biophysical, differential scanning fluorimetry, uHTS; Glutamate receptor ionotropic, NMDA 3A (GRIN3A) ligand-binding domain; NR3A LBD differential scanning fluorimetry, Tm shift; 0% = protein alone, 100% = glycine-bound protein; Tm shift relative to glycine control, % at 25 µM; actives 2.5% (n = 340,000); AID 1259313, 2017;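 active means melting temperature shift of at least 10% of the positive control shift, at one fixed dose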
MPTP inh: mitochondrial permeability transition pore inhibitors, primary screen, biochemical, isolated mouse mitochondria, absorbance | inhibition, % at 10 µM | actives 1.4% (n = 360,000) | Ca2+ swelling absorbance, 30 min;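 active means inhibition of 50% or more, scaled per plate between neutral and stimulator controls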;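 further: 0% = DMSO wells given calcium and 100% = 1 mM EGTA wells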
NLRP3 yeast inh: NALP3 inflammasome inhibitors in reconstituted yeast, primary screen, luminescence, uHTS | actives 0.39% (n = 330,000) | Yeast reconstituted NLRP3/ASC/caspase-1, beta-gal luminescence, 24 h | inhibition, % at 10 µM;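 active means inhibition of 50% or more; inactive means inhibition below 50%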;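 further: plate controls were induced DMSO wells for no effect and uninduced yeast grown without galactose for full effect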
tim10-1 inh: growth inhibitors of tim10-1 mutant yeast, primary screen, luminescence, uHTS; S. cerevisiae tim10-1 ts strain growth, BacTiter-Glo, 24 h; actives 2.2% (n = 330,000); inhibition, % at 20 µM;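 active means inhibition of at least 40%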;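 further: mutant grown at 25 °C; 0% = DMSO wells with yeast and 100% = wells holding no yeast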
tim23-1 inh: growth inhibitors of tim23-1 mutant yeast, primary screen, luminescence, uHTS; S. cerevisiae tim23-1 growth, BacTiter-Glo luminescence, 24 h; inhibition, % at 20 µM; AID 463212, 2010; actives 1.3% (n = 330,000);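 active means growth inhibition of the mutant yeast at or above 50%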;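 further: temperature-sensitive mutant grown at 25 °C; plate controls were DMSO-treated mutant yeast for no effect and medium wells lacking yeast for full effect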
MIN6 prolif: inducers of MIN6 beta-cell proliferation, primary screen, ATP luminescence, uHTS; MIN6 cells proliferation, ATPlite luminescence, 48 h; cells starved in 0.2% serum; 100% = growth in 10% serum; proliferation, % at 10 µM; actives 0.29% (n = 330,000);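 active means compounds whose signal lies at least 3.5 SD above the mean of all wells on their plate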;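 further: 0% = DMSO-treated cells in low-serum medium and 100% = 10% serum control; some compounds called inactive have numbers as strong as hits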
TIM10 inh: growth inhibitors of isogenic TIM10 control yeast, primary screen, counter-screen for tim10-1 yeast inhibitor project, luminescence, uHTS; inhibition, % at 10 µM; S. cerevisiae TIM10 strain growth, BacTiter-Glo luminescence, 24 h; actives 1.4% (n = 330,000);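 active means inhibition of 40% or more at the single tested concentration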;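 further: wild-type TIM10 isogenic control strain grown at permissive 25 °C; 0% = DMSO yeast wells and 100% = minimal medium wells without yeast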
APJ ag: agonists of human apelin receptor APJ, primary screen, CHO-K1 cells, PathHunter beta-arrestin, luminescence; P35414; activation, % at 20 µM; actives 0.11% (n = 330,000); 0% DMSO wells, 100% apelin;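 active means activation more than six SD over the plate average, tested at 20 µM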;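 further: 0% = DMSO alone and 100% = apelin-13 at 10 nM; some results filed as inactive read as strong as hits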
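Test system – PathHunter CHO-K1 APJ (AGTRL-1) beta-arrestin reporter cells · Input – 1000 cells/well · Compound – single test compound dose, 20 µM final, 1% DMSO · Times – compound stimulation 90 min at 25 °C, detection 60 min · Technique – beta-gal luminescence · Read-out basis – APJ–arrestin association signal · Control set – negative DMSO alone, positive Apelin-13 at 10 nM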
Active calls of the source: *; . = not tested or not shown.

SMILES	APJ antag	GRIN3A LBD mod	MPTP inh	NLRP3 yeast inh	tim10-1 inh	tim23-1 inh	MIN6 prolif	TIM10 inh	APJ ag
Cc1ccccc1CC1(CO)CCCN(Cc2ccc3c(c2)OCCO3)C1 (stereo not drawn)	9	0	32	14	9	13	-3	3	-4
CCNc1nc(Cl)nc(N(NC(C)=O)C(C)C)n1	-6	-3	0.6	0	28	4	-3	2	2
CN(C)CC1CCCCC1OC(=O)c1ccc(Cl)cc1 (stereo not drawn)	-8	-2	33	-8	-4	-5	-1	-16	-3
O=C(Nc1nnc(-c2ccco2)o1)c1ccc(N2C(=O)CCC2=O)cc1	9	-2	-1.7	-4	9	9	-1	9	-4
Cc1cc(C)cc(NC(=O)c2cnn(-c3ccccc3)c2C2CCNCC2)c1	1	-2	-1.5	18	14	7	0	2	-3
CC(C)n1nc(C(=O)Nc2ccccc2N2CCOCC2)c2ccccc2c1=O	3	2	-0.4	0	3	15	2	2	-1
Cc1ccc(CNC(=O)c2nc3nc(C)cc(C)n3n2)cc1	13	0	-1.2	4	-7	9	0	5	-4
CCN(CC)CCNc1nc(-c2ccco2)c2c(c1C#N)CC(C)(C)OC2	-1	0	0.1	22	2	15	0	-6	-1
CCCN(CC#CC(O)(c1ccccc1)c1cccnc1)CCC (stereo not drawn)	1	-2	-2.3	-4	-8	-1	-2	-2	-4
O=C(NNC(=O)c1ccccc1F)c1cccc(Cl)c1	19	-1	-2.2	4	6	4	-2	11	-1
O=S(=O)(c1ccccc1F)N1CCc2ccccc2C1	1	-1	0.1	12	22	33	-2	-6	-2
COc1ccc(C)cc1NC(=O)CCCN1C(=O)C2CC=CCC2C1=O (stereo not drawn)	4	0	-0.5	8	-1	-4	-1	2	-1
Cc1ccc(C)c(C(=O)CC2(O)C(=O)N(C)c3ccccc32)c1 (stereo not drawn)	-1	-1	1.2	8	-3	-13	-1	10	-4
CCOC(=O)C[C@H]1c2ccc(C(F)(F)F)cc2S(=O)(=O)N1c1ccccc1	-12	-5	1.2	-17	33	34	-4	18	-3
CCOc1nc(N(C)C)nc(-n2nnc(C(C)=O)c2C)n1	17	-1	0.4	17	-6	-15	-1	-4	-2
CC(C)c1cc2cc3ccc(=O)oc3cc2o1	1	-7	-1.1	33	-10	9	1	0	1
COc1cccc(N(C(=O)c2snc(C(N)=O)c2N)C(C(=O)NCC2CCCO2)c2cccs2)c1 (stereo not drawn)	-34	-2	0.6	17	-3	29	1	9	-1
COc1ccc(CC(=O)Nc2cccc(C(=O)Nc3ccccc3C(=O)O)c2)cc1OC	-25	-6	0.5	-4	-21	-2	-2	-6	-2
O=C(CCc1nnc(C2(c3ccc(Cl)cc3)CCC2)o1)N1CCCC1	11	-1	-0.8	7	16	18	-2	18	0
Brc1ccc(Oc2ncc(CN3CCN(c4ccccc4)CC3)s2)cc1	12	-1	0.6	20	22	20	0	10	2

Some of these compounds in order of molar mass, rising.
SMILES	APJ antag	GRIN3A LBD mod	MPTP inh	NLRP3 yeast inh	tim10-1 inh	tim23-1 inh	MIN6 prolif	TIM10 inh	APJ ag
CN(C)CC1CCCCC1OC(=O)c1ccc(Cl)cc1 (stereo not drawn)	-8	-2	33	-8	-4	-5	-1	-16	-3
CCCN(CC#CC(O)(c1ccccc1)c1cccnc1)CCC (stereo not drawn)	1	-2	-2.3	-4	-8	-1	-2	-2	-4
O=C(CCc1nnc(C2(c3ccc(Cl)cc3)CCC2)o1)N1CCCC1	11	-1	-0.8	7	16	18	-2	18	0
COc1cccc(N(C(=O)c2snc(C(N)=O)c2N)C(C(=O)NCC2CCCO2)c2cccs2)c1 (stereo not drawn)	-34	-2	0.6	17	-3	29	1	9	-1

Further entries.
SMILES	APJ antag	GRIN3A LBD mod	MPTP inh	NLRP3 yeast inh	tim10-1 inh	tim23-1 inh	MIN6 prolif	TIM10 inh	APJ ag
COCc1cc(C)nc(Nc2ccc(C)cc2C)c1C#N	-5	1	0.8	29	-7	12	-1	-11	3
Nc1cc(=O)n(Cc2ccccc2)c(=O)n1-c1ccc(F)cc1	19	-2	1.5	-3	-3	8	1	3	-6
COc1cccc(Cl)c1NC(=O)N1CCN(c2cc(C)nc3ccccc23)CC1	5	0	4.3	20	17	11	1	10	-3
COc1ccc(Cl)cc1NC(=O)CN1CCc2ccccc2C1	3	0	1.9	15	16	39	-3	9	3
O=C(CCCN1CCOCC1)c1ccc2c(c1)OCCO2	9	0	-1.4	10	15	0	-2	10	-2
N#Cc1ccccc1OCC(=O)OCC(=O)NC1CCCCC1	16	0	-0.2	-4	-23	-12	0	-3	-3
Cc1ccc(N(C(=O)c2csnn2)C(C(=O)NC2CCCCC2)c2cccnc2)cc1C (stereo not drawn)	12	1	1.4	2	2	7	-4	-11	-1
CCCC1=Nc2cc(C(=O)NCCN3CCCC3)ccc2Sc2ccccc21	-16	4	-1.2	4	7	13	-8	-1	-4
O=C(Cc1cc(C(=O)O)c2ccccc2n1)Nc1ccccc1	-17	0	-1.8	20	21	35	-3	19	2
O=C(COC(=O)/C=C/c1cccc(Cl)c1Cl)Nc1ccc2[nH]c(=O)[nH]c2c1	18	2	-1.3	4	12	2	2	4	-3
CC1CCC(NC(=O)C2CCN(c3cnccn3)CC2)CC1 (stereo not drawn)	2	0	1.6	13	9	6	0	4	-3
Cn1nc(CC(=O)NC2CCCCCC2)c2ccccc2c1=O	17	1	-0.6	9	-4	8	3	-6	0
Cc1c(N=C2SC(CC(=O)Nc3ccccc3)C(=O)N2CCN2CCOCC2)c(=O)n(-c2ccccc2)n1C (stereo not drawn)	-12	-1	-0.8	16	32	12	-1	15	-3
CC(=O)CS(=O)(=O)c1ccc(Oc2ccc(S(=O)(=O)CC(C)=O)cc2)cc1	12	0	0.5	21	13	16	-2	4	-4
Cc1cc(-c2ccccc2)nc(Oc2cccc(C(F)(F)F)c2)c1S(C)(=O)=O	19	6	2.6	12	-6	31	-3	-10	-2
COc1ccc(C)cc1NC(=O)CSc1nc2ccccc2nc1N1CC(C)OC(C)C1 (stereo not drawn)	13	3	0.2	11	24	29	-6	10	-2
COc1ccc(CNC(=O)C/C(C)=N/NC(=O)COc2ccc(Br)cc2)cc1	15	-1	3.7	-2	11	-12	0	12	-3
CSc1ccccc1NC(=O)CN(C)CC(=O)NCc1ccccc1	1	1	-0.2	-14	6	4	-4	-8	-4
CCOc1cc(C2c3c(oc4ccccc4c3=O)C(=O)N2c2nccs2)ccc1O (stereo not drawn)	-7	0	0.7	-1	3	3	2	6	-2
COc1ccc(C2NC(=O)c3ccccc3O2)c(OC)c1OC (stereo not drawn)	23	2	0.6	7	20	25	-3	-6	-4
Cc1ccc(C(=O)COC(=O)CCC(=O)NC2CCCCC2)cc1C	6	2	-2.5	3	9	35	-1	19	-3
COCCn1c(SCC(=O)NC2CC2)nnc1-c1ccco1	7	0	-0.5	9	7	4	-3	-13	-1
Cc1nn(C)c(C)c1S(=O)(=O)N1CCc2ccccc21	8	0	0.0	26	-2	2	-3	4	2
O=C(CC1C(=O)NCCN1Cc1ccc(F)cc1)NCCOc1cccnc1 (stereo not drawn)	12	-1	0.2	-4	3	6	3	-4	-2
Cc1ccccc1NC(=O)Cc1nc(COC(=O)c2ccc(NC(N)=O)cc2)cs1	4	0	0.5	-8	3	-3	-3	0	0
O=C(c1cc(-n2cnnc2)ccc1Cl)N1CCN(c2nc(-c3ccccc3)cs2)CC1	2	-4	0.3	12	4	4	-1	10	7
CCn1nc(C)c(NS(=O)(=O)c2ccccc2)c1C	8	-1	-1.5	0	12	13	-2	17	-2
COc1cccc(NC(=O)C(=O)NCCCn2ccnc2)c1	-14	1	-0.3	8	8	-8	1	-1	-6
O=C(O)c1ccc2c(=O)n(Cc3ccccc3)c(SCc3ccc([N+](=O)[O-])cc3)nc2c1	10	-7	4.3	6	17	5	-6	10	-2
COC(=O)CN(n1cnnc1)S(=O)(=O)c1ccc(C)cc1	-1	1	-1.9	-1	4	3	-1	-8	-4
COc1ccc(Nc2ncc(C(=O)N3CCN(Cc4ccccc4)CC3)c3ccccc23)cc1	-2	-8	2.1	13	16	15	-2	12	6
CC1=C(C)CC(C(=O)N2CCN(Cc3ccccc3)CC2)C(C(=O)O)C1 (stereo not drawn)	9	2	0.2	-3	3	-1	-3	-7	2
Cc1cc(C)cc(OCC(=O)OCC(=O)NC2CCCC2)c1	-11	2	-0.2	-2	10	21	-4	-1	-5
O=C1CN(C(=O)CCCc2c[nH]c3ccccc23)c2ccccc2N1	-3	-1	-1.6	-2	10	1	0	6	1
CCN1CCN(c2ccc(S(=O)(=O)N3CCOCC3)cc2NC(=O)CC(C)C)CC1	2	2	0.0	23	-29	-29	-2	-7	-5
CCOc1ncccc1C(=O)Nc1ccc2c(c1)OCCO2	14	0	-2.2	23	5	14	4	6	-3
O=C(COC(=O)COc1cccc(Br)c1)NCc1ccc2c(c1)OCO2	-3	1	-1.0	3	3	10	-3	17	-2
CCOC(=O)c1[nH]c2cc3c(cc2c1NC(=O)CN1CC(C)CC(C)C1)OCO3 (stereo not drawn)	3	-10	1.3	17	23	6	0	15	1
CCOc1ccc(NS(=O)(=O)c2ccc(OCC(=O)N3CCCC3)cc2)cc1	3	0	1.1	6	-2	-1	-1	0	8
Brc1ccc(OCc2nc3ccccc3[nH]2)cc1	-17	1	17	44	-53	2	-4	-17	3
Cc1ccc(S(=O)(=O)CCC(=O)Nc2nnc(-c3ccc(F)cc3)o2)cc1	11	-1	-1.0	12	21	22	-3	-1	5
Cc1ccc(NC(=O)CCc2nnc3ccc(NCc4ccco4)nn23)cc1F	-16	0	-2.6	1	0	3	-2	8	6
O=C(NCc1ccc(Cl)cc1)C1CCN(S(=O)(=O)c2cccc3nonc23)CC1	4	-1	-0.2	0	3	-11	2	-21	5
Cc1ccc(N=C2NC(=O)c3cc([N+](=O)[O-])ccc32)cc1	-3	-1	0.5	16	19	28	0	17	1
CCOC(=O)c1cccc(-n2c(C)cc(C=O)c2C)c1	-14	1	1.2	3	14	21	-2	2	0
O=C(NCc1ccc(Cl)cc1)c1cnccn1	10	1	-2.1	-2	18	14	0	12	2
CCCn1nnnc1NC(=O)COc1ccc(Cl)c(C)c1	-25	-2	-1.3	-17	-7	-12	1	-17	-3
COc1cccc(C(=O)NCCS(=O)(=O)N2CCCCCC2)c1	17	1	-2.1	11	-1	-3	0	-6	6
O=C(NC1CCCCC1)c1ccc(-c2ccccc2F)o1	-1	0	-0.4	21	12	37	0	15	-5
COC(=O)C1(c2ccccc2)NC(c2cccs2)C2C(=O)N(C)C(=O)C21 (stereo not drawn)	5	2	-0.1	3	3	8	-2	5	-7
CCOc1ccc(Br)cc1/C=N/NC(=O)c1ccncc1	2	-4	-1.0	5	0	37	-1	19	-1
COc1cc2c(c(OC)c1OC)C(c1ccc(C)cc1)CC(=O)O2 (stereo not drawn)	.	4	-0.5	.	-3	29	.	3	.
CCOC(=O)C1(Cc2cccc(F)c2)CCN(Cc2nc(CC)[nH]c2C)CC1	17	-2	-1.0	30	7	13	-3	4	-4
COc1ccc(NC(=O)CSCC(=O)N(C)CC(=O)Nc2ccc(Cl)c(C(F)(F)F)c2)cc1	12	-6	-0.1	12	10	-9	-3	7	4
